HCT116 PTEN-null: growth suppressors of cells with PTEN tumor suppressor deletion | HCT116 PTEN-null viability, CellTiter-Glo, 60 h; active compounds read low | viability, % at 10 µM | hit rate 1.2% among 140,000 | AID 827;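 active means viability at or below a set limit, 4 SD under the median of all tested compounds, cut at about 3.7% in these data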;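 further: PTEN knockout HCT116 line with beta catenin targeted HCT116 as companion control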
Phagocytosis inh: inhibitors of macrophage phagocytosis | J774A.1 macrophage IgG-bead phagocytosis, imaging | inhibition, % at 5 µM | hit rate 0.07% among 110,000 | AID 1029;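 active means inhibition above the mean of the plate negative controls plus 5 SD, cut at about 13% in these data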;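 further: phagocytic index as fraction of beads internalized from green versus red external bead signal; plate controls were DMSO negative control for no effect and cytochalasin-D positive control for full effect; some results beyond the cut were filed as inactive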
E-sel TNF inh: TNF alpha driven E-selectin expression inhibition | HUVEC TNFa-induced E-selectin immunofluorescence, high content | inhibition, % at 2 µM | hit rate 0.71% among 120,000 | AID 1246;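 active means inhibition above the batch mean plus 3 SD, and confirmed as a hit on visual image review, cut at about 43% in these data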;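 further: 0% = TNF-stimulated DMSO wells and 100% = unstimulated control wells; not every result past the cut was called active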
Yeast lifespan up: extends the lifespan of yeast | inhibition of the nicotinamide effect, % at 10 µM | S. cerevisiae growth with nicotinamide, OD615; deaD strain in restrictive glucose medium | hit rate 0.68% among 130,000 | AID 775;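 active means inhibition above a set limit, placed 3 SD over the median of all compounds, cut at about 26% in these data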;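 further: 0% = nicotinamide-treated wells and 100% = cells grown without nicotinamide; some compounds called inactive have numbers as strong as hits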
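System: Modified budding yeast, DeaD strain | Buffer or medium: Restrictive glucose medium | Also added: 1.5 mM nicotinamide | Doses: 10 µM single point, 0.25% DMSO | Schedule: 48 h compound exposure at 30 °C, humidified | Detection: Absorbance at 615 nm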
Yeast growth inh: yeast BB579 growth reduction in restrictive medium | S. cerevisiae BB579 growth, OD615, 48 h | inhibition, % at 10 µM | hit rate 0.51% among 140,000 | AID 804;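 active means inhibition above a set limit, 3 SD over the mean compound inhibition, cut at about 44% in these data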; further: inactives centre near -24
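controls = amphotericin B 10 µg/mL, positive | assay system = DeaD yeast strain BB579 | schedule = 48 h compound exposure at 30 °C after 4 h preincubation | detection = OD615 turbidity measurement | medium = restrictive CSMM-D medium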
HCT116 bCat-KO: beta-catenin-lacking colon tumor cell growth suppression | HCT116 beta-catenin knockout viability, CellTiter-Glo, 60 h; active compounds read low | viability, % at 10 µM | hit rate 1.5% among 140,000 | AID 818;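 active means viability at or under a set limit, the compound median less 4 SD, cut at about 6% in these data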;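 further: 0% = Hyamine 1622 control at 20 µM and 100% = untreated cell control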
GALR2 antag: blocks the human galanin receptor 2 | O43603 | GALR2-expressing cells, antagonist mode | inhibition, % at 4 µM | hit rate 0.39% among 140,000 | AID 828; in the data active means inhibition above about 27%;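 further: cells stimulated with galanin 1-16 at roughly its EC80; 0% = agonist challenge control and 100% = basal control without agonist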
Target sequence (O43603 whole entry, looked up): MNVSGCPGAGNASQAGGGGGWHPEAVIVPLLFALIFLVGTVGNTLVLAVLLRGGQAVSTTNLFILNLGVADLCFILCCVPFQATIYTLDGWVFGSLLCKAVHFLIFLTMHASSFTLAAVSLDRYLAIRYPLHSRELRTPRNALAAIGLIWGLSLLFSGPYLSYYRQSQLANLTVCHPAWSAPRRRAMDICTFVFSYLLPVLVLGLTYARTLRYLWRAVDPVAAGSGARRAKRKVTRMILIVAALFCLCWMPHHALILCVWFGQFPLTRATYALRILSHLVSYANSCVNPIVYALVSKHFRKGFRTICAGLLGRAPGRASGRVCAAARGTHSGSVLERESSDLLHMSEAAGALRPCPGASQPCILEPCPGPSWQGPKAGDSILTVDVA
NPY Y2 blocker: blocks the human neuropeptide Y Y2 receptor | P49146 | AID 793 | hit rate 0.99% among 140,000 | NPY-Y2 expressing cells, antagonist mode | inhibition, % at 2.7 µM; in the data active means inhibition above about 17%;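 further: 0% = vehicle with agonist challenge and 100% = reference antagonist with challenge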
Target sequence (P49146 whole entry, looked up): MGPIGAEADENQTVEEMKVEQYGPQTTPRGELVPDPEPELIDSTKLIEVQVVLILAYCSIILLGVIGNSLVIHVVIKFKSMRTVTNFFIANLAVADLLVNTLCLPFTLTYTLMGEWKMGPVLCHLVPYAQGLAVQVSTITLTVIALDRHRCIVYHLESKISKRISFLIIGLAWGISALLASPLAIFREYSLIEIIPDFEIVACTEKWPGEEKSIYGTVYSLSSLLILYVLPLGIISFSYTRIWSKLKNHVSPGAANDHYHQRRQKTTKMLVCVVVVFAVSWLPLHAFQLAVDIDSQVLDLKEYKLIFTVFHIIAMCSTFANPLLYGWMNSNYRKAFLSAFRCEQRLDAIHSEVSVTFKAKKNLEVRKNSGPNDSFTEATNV
Measles CPE: protection of cells from measles virus; protection (pct of control), % at 4 µM; Measles virus-infected cells, CPE protection, absorbance; AID 841; hit rate 1.5% among 140,000; in the data active means protection mostly above about 24%, no sharp cut-off; inactive means mostly below about 26%; further: some compounds called inactive have numbers as strong as hits
MRP-1 activ: MRP-1 activation; hit rate 0.61% among 140,000; H69AR cells + doxorubicin, viability rescue, CellTiter-Glo; viability increase, % at 10 µM;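 active means viability gain under doxorubicin at or above a set limit, the compound median plus 3 SD, cut at about 4.7% in these data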;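 further: MRP-1 overexpressing cells given doxorubicin 25 µM after compound pretreatment; 18-22 h compound pretreatment then 72 h with doxorubicin before readout; 0% = doxorubicin-only wells and 100% = vehicle-treated cells without doxorubicin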
* hit, by the source's call; . = not tested or not shown.

[1] O=C(NC1CCCC1)c1ccc(CN2CCOCC2)cc1
[2] COc1ccc(/C=N\NC(=O)c2cc(OCC(F)(F)F)ccc2OCC(F)(F)F)cc1
[3] Cc1ccc(/C=C/c2nnc(-c3cccs3)o2)cc1
[4] Cc1ccc(NC(=O)c2cc(-c3ccccc3)nn2-c2ccccc2)cc1
[5] S=C(NCc1cccc(Cl)c1)NC1CCCCC1
[6] COc1ccccc1CNC(=O)/C=C/c1ccc(S(=O)(=O)NCc2ccco2)cc1
[7] COc1ccc2cc(C(=O)Nc3ccc(O)cc3)sc(=O)c2c1OC
[8] Cc1cc2ccccc2n1CCNC(=O)C1CCCCC1
assay / entry	1	2	3	4	5	6	7	8
HCT116 PTEN-null	99	88	100	80	44	66	96	92
Phagocytosis inh	3	0	.	-4	-2	-3	-8	0
E-sel TNF inh	15	.	-22	.	6	18	.	27
Yeast lifespan up	-5	-8	-12	-5	-2	1	7	-6
Yeast growth inh	-27	-62	17	-34	5	-37	-54	-6
HCT116 bCat-KO	94	84	99	84	44	66	94	97
GALR2 antag	-2	5	-11	8	23	1	21	-15
NPY Y2 blocker	0	12	6	2	1	1	3	1
Measles CPE	13	22	3	15	17	3	6	9
MRP-1 activ	-0.5	-1.4	2.4	-2.5	-2.3	-2.8	-3.6	-1.8

[9] O=C(NCc1ccc2c(c1)OCO2)c1cc(-n2cnnc2)ccc1Cl
[10] O=c1[nH]n(Cc2ccccc2)c(=O)c2ccccc12
[11] Cc1nn2c(-c3ccc(Cl)cc3)nnc2s1
[12] Nc1nc(SCC(=O)Nc2ccc(Br)cc2F)n[nH]1
[13] CC1(C)CC[C@]2(C(=O)O)CC[C@]3(C)C(=CCC4[C@@]5(C)CC[C@H](O)C(C)(C)C5CC[C@]43C)C2C1 (some centres not stated)
[14] CCOC(=O)C1C2C=CC3(CN(C4CCCC4)C(=O)C13)O2 (configuration not stated)
[15] Cc1cc(C)c(C2=NOC3C4CCC(C4)C23)c(C)c1 (configuration not stated)
[16] COC(=O)C(O)(CC(=O)Nc1ccc(OC)cc1)C(F)(F)F (configuration not stated)
assay / entry	9	10	11	12	13	14	15	16
HCT116 PTEN-null	88	89	103	113	72	94	90	91
Phagocytosis inh	.	.	-1	1	.	-2	-4	.
E-sel TNF inh	1	17	-2	-24	.	-13	16	-30
Yeast lifespan up	-13	-16	.	-9	2	-4	2	.
Yeast growth inh	-61	-17	-17	23	-57	-12	-28	31
HCT116 bCat-KO	91	95	96	102	83	97	89	94
GALR2 antag	5	18	5	11	2	13	1	-1
NPY Y2 blocker	-2	14	2	0	1	0	0	4
Measles CPE	28	36	3	7	5	3	3	5
MRP-1 activ	-0.4	-1.9	-0.5	1.2	2.6	1.3	0.0	-2.5

[17] CCOC(=O)Cc1nnc(NC(=O)Nc2ccccc2)s1
[18] COc1ccc(S(=O)(=O)Cc2ccc(C(=O)N3CCN(c4ccccn4)CC3)o2)cc1
[19] Cc1cc2c(=O)n(CC(=O)N3CCN(c4ccc(F)cc4)CC3)cnc2s1
[20] CCn1c(NC(=O)c2cccc(Cn3cc(Cl)cn3)c2)nc2ccccc21
[21] Cn1c(C(=O)N2CCCC(C(=O)NCCCSC3CCCCC3)C2)cc2sccc21 (configuration not stated)
[22] COc1ccc(-c2cc(C(=O)NC(Cc3c[nH]c4ccccc34)C(=O)O)c(C)o2)cc1OC (configuration not stated)
[23] COC(=O)Cc1cc(=O)oc2c(C)c(O)ccc12
[24] O=C(O)/C(=C\c1ccc(Br)cc1)c1ccc(S(=O)(=O)N2CCCCC2)s1
assay / entry	17	18	19	20	21	22	23	24
HCT116 PTEN-null	105	96	96	40	67	100	96	94
Phagocytosis inh	0	0	-2	.	-1	5	0	-3
E-sel TNF inh	14	.	.	.	-2	.	-29	.
Yeast lifespan up	-2	1	19	2	-2	2	-8	0
Yeast growth inh	-48	-28	-34	-45	-17	-11	-54	-5
HCT116 bCat-KO	98	85	88	45	71	97	87	96
GALR2 antag	-2	-8	-12	-7	-13	3	39*	6
NPY Y2 blocker	5	1	2	3	5	3	2	7
Measles CPE	9	3	6	7	2	7	4	8
MRP-1 activ	1.5	-1.8	-2.3	-2.7	-0.2	1.1	-0.9	0.9

[25] Cc1nn(C)c(C)c1S(=O)(=O)Nc1ccc2c(c1)OCO2
[26] COc1cc(CNCc2ccccn2)ccc1OCc1c(Cl)cccc1Cl
[27] COC(=O)COn1c(SCC(=O)OC)nc2ccccc2c1=O
[28] O=C(NC1CCCCC1)C1CCC(CNS(=O)(=O)c2cccc3nsnc23)CC1 (configuration not stated)
[29] COc1ccc2c(c1)nc(SCC(=O)C(C)(C)C)n2C
[30] Cc1cccc(NC(=O)CSc2nc3nc(C)cc(C)c3c(=O)[nH]2)c1
[31] Brc1csc(/C=N/Nc2nc3ccccc3s2)c1
[32] CC(C)CC(CO)N1CCN(C(=O)c2ccc(C(C)(C)C)cc2)CCC1=O (configuration not stated)
assay / entry	25	26	27	28	29	30	31	32
HCT116 PTEN-null	95	56	102	99	106	93	58	86
Phagocytosis inh	0	1	8	0	1	.	2	.
E-sel TNF inh	.	-44	.	30	-10	10	.	-19
Yeast lifespan up	-6	-22	-15	-3	32	-20	-8	4
Yeast growth inh	-16	-5	-14	-34	-6	-51	-16	-17
HCT116 bCat-KO	90	51	96	98	134	88	70	89
GALR2 antag	6	-6	11	-10	-10	-8	16	-10
NPY Y2 blocker	1	5	2	2	4	7	1	1
Measles CPE	8	5	4	2	10	4	7	19
MRP-1 activ	-2.8	-4.2	-2.9	-3.5	-0.2	0.4	-1.1	-1.3

Ordered by the number under NPY Y2 blocker (high to low): three from the list above
nr	Molecule	Phagocytosis inh	E-sel TNF inh	Yeast lifespan up	Yeast growth inh	GALR2 antag	NPY Y2 blocker	Measles CPE
26	COc1cc(CNCc2ccccn2)ccc1OCc1c(Cl)cccc1Cl	1	-44	-22	-5	-6	5	5
28	O=C(NC1CCCCC1)C1CCC(CNS(=O)(=O)c2cccc3nsnc23)CC1 (configuration not stated)	0	30	-3	-34	-10	2	2
31	Brc1csc(/C=N/Nc2nc3ccccc3s2)c1	2	.	-8	-16	16	1	7

Continuation:
[33] CCC(C)(C)n1nnnc1C(c1ccccn1)N1CCOCC1 (configuration not stated)
[34] O=C(CCC(=O)OCCCC(F)(F)C(F)(F)F)Nc1ccc(Cl)cc1Cl
[35] Cc1ccc(CNC(=O)CN2C(=O)COc3ccc(C)cc32)cc1
[36] COc1ccccc1CNCC(O)(c1ccc(Cl)cc1)c1ccc(Cl)cc1
[37] COc1ccc(/C=N/Nc2nc3ccccc3o2)cc1O
[38] CC(C)(C)OC(=O)N1CCCC(C(=O)CC#N)C1 (configuration not stated)
[39] Cc1nnc(SCC(=O)Nc2ccccc2)[nH]c1=O
[40] COc1ccc(NC(=O)Cn2nnc(-c3ccccc3NS(=O)(=O)c3ccccc3)n2)cc1
assay / entry	33	34	35	36	37	38	39	40
HCT116 PTEN-null	102	107	86	25	98	81	101	27
Phagocytosis inh	-1	1	.	-3	0	-1	.	-16
E-sel TNF inh	-4	-3	22	-33	-8	-11	17	.
Yeast lifespan up	1	-3	-6	-4	-19	-11	-5	2
Yeast growth inh	-29	-58	11	-34	-100	-55	-48	-43
HCT116 bCat-KO	99	107	84	31	100	82	87	23
GALR2 antag	-18	-1	10	-14	6	-7	3	2
NPY Y2 blocker	1	6	-2	21*	3	0	1	1
Measles CPE	7	7	3	18	3	13	7	5
MRP-1 activ	-1.5	0.5	1.3	-5.9	0.4	-0.8	-0.8	-2.1

[41] COc1ccc(C(=O)NC(Oc2ccccc2)C(Cl)(Cl)Cl)cc1 (configuration not stated)
[42] CCOC(=O)CC(=O)CSc1nc(-c2cccnc2)ccc1C#N
[43] CC(C)c1ccc(O)c(N)c1
[44] Clc1ccc(-c2nn3c(-c4ccccc4)nnc3s2)cc1
[45] Cc1ccc(NC(=O)Nc2ccc(Cl)cc2)c(Br)c1
[46] CC(=O)Nc1ccc(C(=O)CSc2nnc(Cn3nnc4ccccc43)n2C)cc1
[47] Cc1c(N=Cc2c(O)n(Cc3ccco3)c(=O)c3ccccc23)c(=O)n(-c2ccccc2)n1C
[48] CCOC(=O)c1sc(NC(=O)CSc2n[nH]c(-c3ccccc3)n2)c(C#N)c1C
assay / entry	41	42	43	44	45	46	47	48
HCT116 PTEN-null	101	85	90	96	80	107	86	81
Phagocytosis inh	.	1	7	-1	-6	-1	0	0
E-sel TNF inh	16	-17	.	-36	.	18	-10	-22
Yeast lifespan up	-9	-21	0	-7	-3	0	.	0
Yeast growth inh	-12	-51	-55	-49	-9	-22	-27	-27
HCT116 bCat-KO	96	90	85	96	80	98	85	71
GALR2 antag	-6	15	7	-6	18	9	5	18
NPY Y2 blocker	5	2	-1	8	-2	0	-2	4
Measles CPE	31	5	13	7	12	6	6	11
MRP-1 activ	3.7	0.4	-1.9	-1.9	-3.0	2.0	-2.7	-1.1

[49] O=C1CCCC2=C1C(c1ccccc1)n1c(s/c(=C/c3cccc(F)c3)c1=O)=N2 (configuration not stated)
[50] O=c1c(Cl)c(N2CCN(c3ccc(F)cc3)CC2)cnn1-c1nc2ccccc2s1
[51] Cc1nc2ccccn2c1C(=O)NNS(=O)(=O)c1ccc(C(C)(C)C)cc1
[52] Cc1ccc(S(=O)(=O)N(CC(=O)N/N=C/c2ccco2)c2cc(Cl)cc(Cl)c2)cc1
[53] O=C(CS(=O)c1cccc(C(F)(F)F)c1)Nc1ccc(Cl)cc1Cl (configuration not stated)
[54] CC(C)c1nc(SCC(=O)Nc2nc3c(s2)CCCC3)c2ccccc2n1
[55] COc1ccc(CN2C(=O)CN=C2Nc2cccc(C)c2C)cc1
[56] COc1cc(/C=C/C(=O)c2cccc([N+](=O)[O-])c2)cc(OC)c1OC
assay / entry	49	50	51	52	53	54	55	56
HCT116 PTEN-null	81	87	67	95	77	60	82	1.4*
Phagocytosis inh	.	.	-3	-5	3	0	3	-10
E-sel TNF inh	-38	.	-8	.	0	-43	3	9
Yeast lifespan up	-3	3	4	2	-16	-20	-23	2
Yeast growth inh	13	-15	-19	-34	-52	-31	-7	-51
HCT116 bCat-KO	84	89	52	87	80	66	94	2.1*
GALR2 antag	7	11	30*	-7	-12	-6	2	-6
NPY Y2 blocker	4	0	4	1	1	7	4	2
Measles CPE	48*	15	17	23	22	2	13	3
MRP-1 activ	-1.2	0.3	-1.4	-2.4	-1.8	-2.3	-2.7	-4.7

[57] CC(C)CNC(=O)C1CCN(Cc2ccc(OCc3ccccc3)cc2)CC1
[58] CCOc1ccc(-c2cn3ccccc3n2)cc1[N+](=O)[O-]
[59] COc1cccc(C2CC(c3ccccc3)Nc3ncnn32)c1 (configuration not stated)
[60] COc1ccc(C(C)=O)cc1COC(=O)CNC(=O)c1ccc(Cl)cc1
assay / entry	57	58	59	60
HCT116 PTEN-null	68	90	87	96
Phagocytosis inh	-1	.	.	1
E-sel TNF inh	.	1	1	6
Yeast lifespan up	1	-5	-11	-5
Yeast growth inh	-12	-9	9	-24
HCT116 bCat-KO	61	90	92	90
GALR2 antag	3	-1	10	-3
NPY Y2 blocker	8	4	3	0
Measles CPE	5	12	6	12
MRP-1 activ	-2.5	-0.9	-0.8	-2.0

Assay outcomes as filed in PubChem BioAssay.
